Bioassay records from PubChem.
cln2 rad14 = NCI yeast anticancer drug screen, S. cerevisiae cln2 rad14 strain | growth inhibition, % at 50 µM | 78,000 tested, 8.3% active;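 note: 0% = growth of vehicle-only cultures of the same strain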
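Compounds are applied to the cln2 rad14 yeast strain, and growth is then compared with that of vehicle-treated cultures to give inhibition.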
mec2-1 = NCI yeast anticancer drug screen, S. cerevisiae mec2-1 strain; AID 157; 79,000 tested, 9% active; % growth inhibition at 50 µM;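 note: 0% = growth of vehicle-only cultures of the same strain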
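Using mec2-1 yeast: add compound, measure growth, express inhibition versus vehicle-treated cultures.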
yeast sgs1 mgt1 = NCI yeast anticancer drug screen, S. cerevisiae sgs1 mgt1 strain | growth inhibition, % at 50 µM | 78,000 tested, 10% active | AID 161;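 note: 0% = growth of vehicle-only cultures of the same strain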
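Growth of a repair-deficient yeast mutant was monitored after compound treatment and expressed as inhibition relative to vehicle-treated cultures.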
mlh1 rad18 = NCI yeast anticancer drug screen, S. cerevisiae mlh1 rad18 strain | 79,000 tested, 11% active | growth inhibition, % at 50 µM | AID 175;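 note: 0% = growth of vehicle-only cultures of the same strain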
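Compound-treated yeast growth, normalised to vehicle controls. Strain bears defined DNA repair mutations.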
rad50 = NCI yeast anticancer drug screen, S. cerevisiae rad50 strain. 79,000 tested, 10% active. growth inhibition, % at 50 µM. AID 155;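 note: 0% = growth of vehicle-only cultures of the same strain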
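DNA repair mutant yeast, compound exposure, growth read-out; inhibition is taken relative to vehicle.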
bub3 = NCI yeast anticancer drug screen, S. cerevisiae bub3 mutant strain; 78,000 tested, 9.9% active; % growth inhibition at 50 µM;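 note: 0% = growth of vehicle-only cultures of the same strain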
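Mutant yeast screening strain plus compound; vehicle-treated cultures serve as the 0% inhibition reference.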
* = called active by the depositor; & = joins results of further samples. Cut-off read from the data, not from the text of the source: active = growth inhibition above about 70%; inactive = the rest. Only part of the results is shown; rates above refer to the full screens.

Oc1ccc(Cl)cc1C1N(Cc2ccc(N(CCCl)CCCl)cc2Cl)CCCN1Cc1ccc(N(CCCl)CCCl)cc1Cl was read as cln2 rad14 -13, mec2-1 28, yeast sgs1 mgt1 6, mlh1 rad18 40, rad50 2 and bub3 16.
`CCC(C)(C)c1ccc(OP(=S)(S)Oc2ccc(C(C)(C)CC)cc2)cc1` gave cln2 rad14 91*, mec2-1 69, yeast sgs1 mgt1 95*, mlh1 rad18 91*, rad50 88* and bub3 32.
N#Cc1cn(C2OC(CO)C(O)C2O)c2ncnc(N)c12 (configuration not stated) was read as cln2 rad14 11&18, mec2-1 -26&5, yeast sgs1 mgt1 -1&20, mlh1 rad18 5&21, rad50 0&18 and bub3 -17&8.
O=C(c1ccccc1)N1CC1 was read as cln2 rad14 35, mec2-1 34, yeast sgs1 mgt1 -22, mlh1 rad18 0, rad50 6 and bub3 -4.
Screening c1ccc([As+](c2ccccc2)(c2ccccc2)c2cccc3ccccc23)cc1 returned cln2 rad14 99*, mec2-1 99*, yeast sgs1 mgt1 99*, mlh1 rad18 99*, rad50 99* and bub3 99*.
Screening COc1ccccc1C=C(C#N)C#N returned cln2 rad14 14, mec2-1 14, yeast sgs1 mgt1 13, mlh1 rad18 10, rad50 39 and bub3 7.
`O=[n+]1c2ccccc2n([O-])c2ccccc21.[Cl][Ni][Cl]` gave cln2 rad14 91*, mec2-1 93*, yeast sgs1 mgt1 92*, mlh1 rad18 92*, rad50 91* and bub3 89*.
For COc1cc(-n2c(SC)nc3ccccc3c2=O)c(OC)cc1Cl the results were cln2 rad14 39, mec2-1 -1, yeast sgs1 mgt1 48, mlh1 rad18 34, rad50 39 and bub3 56.
`BrCc1ccc2ncccc2c1` gave cln2 rad14 98*, mec2-1 99*, yeast sgs1 mgt1 99*, mlh1 rad18 98*, rad50 99* and bub3 99*.
`CCOP(=O)(OCC)/C(C#N)=C/c1cn(C)cn1` gave cln2 rad14 -16, mec2-1 2, yeast sgs1 mgt1 -6, mlh1 rad18 -22, rad50 -3 and bub3 -5.
NC(c1ccccc1)P(=O)(O)O (configuration not stated) was read as cln2 rad14 6, mec2-1 -20, yeast sgs1 mgt1 -30, mlh1 rad18 -33, rad50 -13 and bub3 -9.
`CN(N=O)C(=O)NC1CCCCC1` gave cln2 rad14 -4, mec2-1 0, yeast sgs1 mgt1 -1, mlh1 rad18 14, rad50 -19 and bub3 -2.
For O=C(NCCNC(=O)Nc1ccccc1S(=O)(=O)F)Nc1ccccc1S(=O)(=O)F the results were cln2 rad14 7, mec2-1 -35, yeast sgs1 mgt1 -16, mlh1 rad18 -13, rad50 -17 and bub3 -32.
`CC1(C)C(=O)CC[C@@]2(C)C1=CC[C@H]1[C@@H]3CC[C@H](O)[C@@]3(C)CC[C@@H]12` gave cln2 rad14 -41, mec2-1 -26, yeast sgs1 mgt1 -2, mlh1 rad18 -9, rad50 -14 and bub3 6.
For CCCCN1COC2CCCCC21 (configuration not stated) the results were cln2 rad14 -13, mec2-1 -13, yeast sgs1 mgt1 -43, mlh1 rad18 -33, rad50 21 and bub3 -44.
O=[N+]([O-])c1ccc(/C=N\NP(Br)(c2ccccc2)(c2ccccc2)c2ccccc2)cc1 was read as cln2 rad14 4, mec2-1 0, yeast sgs1 mgt1 27, mlh1 rad18 5, rad50 15 and bub3 -2.
`C[C@]12CC[C@@H]3C4=CC(=O)CC[C@@H]4CC[C@H]3[C@@H]1CC[C@@H]2O` gave cln2 rad14 -8, mec2-1 -12, yeast sgs1 mgt1 5, mlh1 rad18 -3, rad50 -4 and bub3 5.
CC(O)C[As](=O)(O)c1ccccc1Cl (configuration not stated) was read as cln2 rad14 -3, mec2-1 26, yeast sgs1 mgt1 -17, mlh1 rad18 -17, rad50 3 and bub3 14.
CN(C/C=C/CN(C)N=O)N=O was read as cln2 rad14 -17, mec2-1 2, yeast sgs1 mgt1 4, mlh1 rad18 1, rad50 10 and bub3 20.
c1ccc(N=PNc2ccccc2)cc1 (configuration not stated) was read as cln2 rad14 -52, mec2-1 -6, yeast sgs1 mgt1 -10, mlh1 rad18 -13, rad50 -5 and bub3 23.

Random excerpt: six records from the list
O=[N+]([O-])c1ccc(/C=N\NP(Br)(c2ccccc2)(c2ccccc2)c2ccccc2)cc1 was read as cln2 rad14 4, mec2-1 0, yeast sgs1 mgt1 27, mlh1 rad18 5, rad50 15 and bub3 -2.
CC(O)C[As](=O)(O)c1ccccc1Cl (configuration not stated) was read as cln2 rad14 -3, mec2-1 26, yeast sgs1 mgt1 -17, mlh1 rad18 -17, rad50 3 and bub3 14.
For O=C(NCCNC(=O)Nc1ccccc1S(=O)(=O)F)Nc1ccccc1S(=O)(=O)F the results were cln2 rad14 7, mec2-1 -35, yeast sgs1 mgt1 -16, mlh1 rad18 -13, rad50 -17 and bub3 -32.
Screening COc1ccccc1C=C(C#N)C#N returned cln2 rad14 14, mec2-1 14, yeast sgs1 mgt1 13, mlh1 rad18 10, rad50 39 and bub3 7.
O=C(c1ccccc1)N1CC1 was read as cln2 rad14 35, mec2-1 34, yeast sgs1 mgt1 -22, mlh1 rad18 0, rad50 6 and bub3 -4.
`CCC(C)(C)c1ccc(OP(=S)(S)Oc2ccc(C(C)(C)CC)cc2)cc1` gave cln2 rad14 91*, mec2-1 69, yeast sgs1 mgt1 95*, mlh1 rad18 91*, rad50 88* and bub3 32.

Three structures out of the list, arranged by length of the SMILES, rising.
O=C(c1ccccc1)N1CC1 was read as cln2 rad14 35, mec2-1 34, yeast sgs1 mgt1 -22, mlh1 rad18 0, rad50 6 and bub3 -4.
CN(C/C=C/CN(C)N=O)N=O was read as cln2 rad14 -17, mec2-1 2, yeast sgs1 mgt1 4, mlh1 rad18 1, rad50 10 and bub3 20.
For COc1cc(-n2c(SC)nc3ccccc3c2=O)c(OC)cc1Cl the results were cln2 rad14 39, mec2-1 -1, yeast sgs1 mgt1 48, mlh1 rad18 34, rad50 39 and bub3 56.

Remaining list, next part
For O=C(c1ccccc1)C1NC1c1ccccc1 (configuration not stated) the results were cln2 rad14 -17, mec2-1 39, yeast sgs1 mgt1 2, mlh1 rad18 10, rad50 14 and bub3 20.
Screening CC(=O)[O][Sn]([c]1ccccc1)([c]1ccccc1)[c]1ccccc1 returned cln2 rad14 93*, mec2-1 93*, yeast sgs1 mgt1 94*, mlh1 rad18 91*, rad50 91* and bub3 92*.
For CCN(CC)c1ccccc1 the results were cln2 rad14 -29, mec2-1 5, yeast sgs1 mgt1 -1, mlh1 rad18 5, rad50 -3 and bub3 5.
For COc1cccc(OC)c1NC1=NCCO1 the results were cln2 rad14 -16, mec2-1 -32, yeast sgs1 mgt1 -25, mlh1 rad18 -31, rad50 -36 and bub3 -21.
`NNC(N)=NCCCC(N)C(=O)O` (configuration not stated) gave cln2 rad14 5, mec2-1 -42, yeast sgs1 mgt1 -34, mlh1 rad18 -17, rad50 -22 and bub3 -46.
Screening ClCc1nc(-c2ccco2)no1 returned cln2 rad14 -42, mec2-1 51, yeast sgs1 mgt1 21, mlh1 rad18 30, rad50 6 and bub3 5.
Screening CC1C2C=CC1C(c1c3ccc(=O)c(O)c-3oc3c(O)c(O)ccc13)C2C(=O)O (configuration not stated) returned cln2 rad14 -35, mec2-1 48, yeast sgs1 mgt1 53, mlh1 rad18 8, rad50 17 and bub3 -8.
S=C(Nc1ccccc1)Nc1ccc(N(CCCl)CCCl)cc1 was read as cln2 rad14 -41, mec2-1 0, yeast sgs1 mgt1 13, mlh1 rad18 22, rad50 18 and bub3 10.
For CCCCCCCCCCCCCCCCOC[C@@H](COC(c1ccccc1)(c1ccccc1)c1ccccc1)O[P+](=S)OC (some centres not stated) the results were cln2 rad14 78*, mec2-1 86*, yeast sgs1 mgt1 86*, mlh1 rad18 91*, rad50 62 and bub3 82*.
O=c1nc2n(CCN(CCCl)CCCl)c3cc(Cl)c(Cl)cc3nc-2c(=O)[nH]1 was read as cln2 rad14 35, mec2-1 -2, yeast sgs1 mgt1 45, mlh1 rad18 26, rad50 38 and bub3 4.
Screening O=c1oc2ccccc2c(O)c1C(c1ccc2ccccc2c1)c1c(O)c2ccccc2oc1=O returned cln2 rad14 40, mec2-1 86*, yeast sgs1 mgt1 46, mlh1 rad18 80*, rad50 74* and bub3 28.
`COc1cc2c(cc1O)CCN[C@H]2C` gave cln2 rad14 -4, mec2-1 -26, yeast sgs1 mgt1 -1, mlh1 rad18 -1, rad50 -1 and bub3 4.
Screening C[Se]c1ncnc2c1c(C#N)cn2C1OC(CO)C(O)C1O (configuration not stated) returned cln2 rad14 -14, mec2-1 14, yeast sgs1 mgt1 -3, mlh1 rad18 3, rad50 1 and bub3 1.
`COC1CC(OC2OC(CO)C(O)C(O)C2O)/C(=C\C#N)C(O)C1OC` (configuration not stated) gave cln2 rad14 9, mec2-1 -3, yeast sgs1 mgt1 2, mlh1 rad18 -58, rad50 2 and bub3 2.
For C1CN(P2(N3CC3)=NP(N3CC3)(N3CC3)=NP(N3CC3)(N3CC3)=N2)CCO1 (configuration not stated) the results were cln2 rad14 3, mec2-1 -16, yeast sgs1 mgt1 24, mlh1 rad18 1, rad50 16 and bub3 7.
COc1cc2c(cc1OC)C13CCN4C(=O)C(=O)C(CC41)C1C(OCC(=O)O)CC(=O)N2C13 (configuration not stated) was read as cln2 rad14 -5, mec2-1 -10, yeast sgs1 mgt1 -7, mlh1 rad18 -10, rad50 -21 and bub3 -3.
For CC(=O)[O-].O=C([CH-]C(=O)c1ccccc1)c1ccccc1.O=C([CH-]C(=O)c1ccccc1)c1ccccc1.[Sm+3] the results were mec2-1 93*, yeast sgs1 mgt1 93*, mlh1 rad18 90*, rad50 91* and bub3 91*.
For [C-]#[O+].[C-]#[O+].[C-]#[O+].[CH3][Sn]([c]1ccccc1)[c]1ccccc1.[W].[c-]1[c-][c-][cH-][c-]1 the results were cln2 rad14 98*, mec2-1 99*, yeast sgs1 mgt1 98*, mlh1 rad18 97*, rad50 98* and bub3 99*.
O=c1cc(O)c2ccccc2o1 was read as cln2 rad14 16, mec2-1 -2, yeast sgs1 mgt1 -4, mlh1 rad18 14, rad50 26 and bub3 -10.
`CCCCN(CCCC)P1(=O)OCC(C)O1` (configuration not stated) gave cln2 rad14 -6, mec2-1 -4, yeast sgs1 mgt1 -8, mlh1 rad18 -5, rad50 -14 and bub3 1.
Screening Oc1ccc(Cl)cc1Br returned cln2 rad14 12, mec2-1 -15, yeast sgs1 mgt1 -1, mlh1 rad18 0, rad50 -2 and bub3 -23.
For CCOC(=O)N(NC(=O)c1ccc(N(CCCl)CCCl)cc1)C(C)=O the results were cln2 rad14 -16, mec2-1 9, yeast sgs1 mgt1 3, mlh1 rad18 31, rad50 6 and bub3 6.
Screening O=c1oc2ccccc2c(O)c1C(c1ccc(O)cc1)c1c(O)c2ccccc2oc1=O returned cln2 rad14 -3, mec2-1 3, yeast sgs1 mgt1 -6, mlh1 rad18 -34, rad50 -1 and bub3 -3.
Screening C[C@]12CC[C@H](OC3OC(CO)C(O)C(O)C3O)C[C@H]1CC[C@@H]1[C@@H]2CC[C@]2(C)[C@@H](C3=CCOC3=O)CC[C@]12O (some centres not stated) returned cln2 rad14 13, mec2-1 -7, yeast sgs1 mgt1 6, mlh1 rad18 50, rad50 -11 and bub3 -38.
`O=C1NC2C(CC(O)C(O)C2O)c2cc3c(c(O)c21)OCO3` (configuration not stated) gave cln2 rad14 22, mec2-1 26, yeast sgs1 mgt1 6, rad50 32 and bub3 2.
For O=Cc1ccc(C(F)(F)F)cc1.[C-]#[O+].[C-]#[O+].[C-]#[O+].[Cr] the results were cln2 rad14 64, mec2-1 62, yeast sgs1 mgt1 79*, mlh1 rad18 63, rad50 68 and bub3 66.
`CC(C)CCC1C(=O)N(C)C(=O)N(C)C1=O` gave cln2 rad14 0, mec2-1 -7, yeast sgs1 mgt1 3, mlh1 rad18 2, rad50 -9 and bub3 1.
Screening O=c1[nH]c2ccccc2n1C1CCN(CCCC(c2ccc(F)cc2)c2ccc(F)cc2)CC1 returned cln2 rad14 -24, mec2-1 -11, yeast sgs1 mgt1 49, mlh1 rad18 64, rad50 -15 and bub3 73*.
